G6PDH CS: counter-screen for G6PDH assay hits: L. mesenteroides G6PDH inhibition; Purified L. mesenteroides G6PDH, diaphorase/resazurin coupled fluorescence, 45 min; 0.12% of 200,000 active; inhibition, % at 5 µM; AID 1020; in the data active = inhibition above about 50%
Diaph act CS: diaphorase activation or chemical reduction counter-screen | activation factor at 20 µM | Diaphorase/resazurin coupled assay, resorufin fluorescence, 16 min; active compounds read high; 1 = vehicle wells, 0 = NADH-free wells | 0.005% of 190,000 active;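 active = diaphorase activity raised at least twofold by the compound at 20 µM; inactive = activation factor below 2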
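test system = bacterial diaphorase enzyme (C. kluyveri) | quantity = enzyme 0.07 U/mL final | reagent = NADH substrate 0.114 mM plus resazurin dye 0.1 mM, final | incubation = 16 min enzyme reaction, ambient temperature | buffer or medium = HEPES pH 7.4 buffer with MgCl2 and Tween 20 | signal = fluorescence of resorufin, 544 nm excitation, 590 nm emission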
PMI activator: increases human mannose-6-phosphate isomerase activity; P34949; purified human PMI, coupled resazurin fluorescence, 20 min; active compounds read high; 1 = vehicle control, 0 substrate-free wells; activation factor at 20 µM; 0.005% of 190,000 active; AID 1214;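 active = activation factor of 2 or more at 20 µM, relative to plate controls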
Target sequence (P34949 whole entry, looked up): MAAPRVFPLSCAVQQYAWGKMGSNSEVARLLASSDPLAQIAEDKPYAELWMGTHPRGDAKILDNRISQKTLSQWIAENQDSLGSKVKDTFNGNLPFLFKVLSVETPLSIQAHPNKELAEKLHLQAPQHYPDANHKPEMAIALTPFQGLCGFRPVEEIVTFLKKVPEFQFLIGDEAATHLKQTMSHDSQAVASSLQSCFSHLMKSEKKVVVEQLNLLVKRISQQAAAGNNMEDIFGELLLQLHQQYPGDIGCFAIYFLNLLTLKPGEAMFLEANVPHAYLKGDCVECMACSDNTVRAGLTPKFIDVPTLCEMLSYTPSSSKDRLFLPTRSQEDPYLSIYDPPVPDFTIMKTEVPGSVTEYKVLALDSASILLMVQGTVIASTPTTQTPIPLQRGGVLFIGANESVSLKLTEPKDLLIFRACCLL
PMI act hi M6P: PMI (human) activation, high substrate | P34949 | coupled PMI enzyme assay, resazurin fluorescence, 20 min; active compounds read high; 1 = untreated enzyme, 0 = substrate-free blank | activation factor at 20 µM | 0.34% of 190,000 active | AID 1216;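 active = activation factor of 2 or more at 20 µM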
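Test system: human PMI in coupled enzyme assay; Input: PMI at 15 ng/mL final; Medium: HEPES buffer, pH 7.4; Schedule: 20 min incubation at room temperature; Technique: resorufin fluorescence at Ex 544/Em 590 nm; Compound: 20 µM single dose; Probe or stimulus: Near-saturating mannose-6-phosphate, 1.0 mM.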
FLuc act counter: firefly luciferase counter-screen for stimulation assays; P08659; ATPlite luciferase biochemical, luminescence, 10 min; 0 = ATP-free wells, 1 = DMSO control; activation factor at 10 µM; 200,000 tested, under 10 active; AID 1027;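 active = luciferase activation factor, scaled between plate controls, of at least 2 with compound at 10 µM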
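test system = cell-free luciferase reagent | medium = PBS as buffer for the ATP substrate | dosing = test compounds dosed from 2 mM stocks in 100% DMSO | incubation = 10 min at ambient temperature | detection = luminescence measurement of luciferase light output | benchmarks = low control with PBS replacing ATP, high control enzyme plus ATP without compound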
Efa HMGR inh: blocks class II HMG-CoA reductase of Enterococcus faecalis; 0.41% of 190,000 active; AID 1066; purified E. faecalis HMGR, NADPH absorbance 340 nm kinetic; inhibition, % at 10 µM;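 active = inhibition above a set limit, the median over all tested compounds plus 3 SD, cut at about 9.5% in these data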;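 note: enzyme runs in reverse so mevalonate oxidation gives rising NADPH absorbance; 0% = complete reaction with DMSO and 100% = background rate lacking mevalonate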
Diaphorase inh: inhibits diaphorase or chemically oxidizes, flagging diaphorase assay artifacts. diaphorase resazurin-to-resorufin fluorescence, NADH, 16 min; bacterial (C. kluyveri) enzyme, not human. inhibition, % at 20 µM. 0.69% of 190,000 active;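 active = primary screen inhibition at 20 µM above a set limit, cut at about 50% in these data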;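 note: plate controls were DMSO with full reaction for no effect and wells lacking NADH for full effect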
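Assay system: diaphorase enzyme from Clostridium kluyveri. Quantity: enzyme working solution with 0.14 U/mL diaphorase. Schedule: reaction incubation of 16 min at room temperature. Technique: resorufin fluorescence, excitation 544 nm, emission 590 nm. Controls: No-NADH positive control and DMSO neutral control.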
TNAP inh hiacc: blocks human TNAP under high phosphate acceptor concentration; AID 1135; purified TNAP, CDP-star luminescence, 1 M DEA; P05186; 0.03% of 200,000 active; inhibition, % at 20 µM;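 active = over 50% inhibition of tissue-nonspecific alkaline phosphatase at 20 µM in the single-dose screen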;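 note: plate controls were DMSO wells for no effect and EDTA-quenched wells as full inhibition for full effect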
Target sequence (P05186 whole entry, looked up): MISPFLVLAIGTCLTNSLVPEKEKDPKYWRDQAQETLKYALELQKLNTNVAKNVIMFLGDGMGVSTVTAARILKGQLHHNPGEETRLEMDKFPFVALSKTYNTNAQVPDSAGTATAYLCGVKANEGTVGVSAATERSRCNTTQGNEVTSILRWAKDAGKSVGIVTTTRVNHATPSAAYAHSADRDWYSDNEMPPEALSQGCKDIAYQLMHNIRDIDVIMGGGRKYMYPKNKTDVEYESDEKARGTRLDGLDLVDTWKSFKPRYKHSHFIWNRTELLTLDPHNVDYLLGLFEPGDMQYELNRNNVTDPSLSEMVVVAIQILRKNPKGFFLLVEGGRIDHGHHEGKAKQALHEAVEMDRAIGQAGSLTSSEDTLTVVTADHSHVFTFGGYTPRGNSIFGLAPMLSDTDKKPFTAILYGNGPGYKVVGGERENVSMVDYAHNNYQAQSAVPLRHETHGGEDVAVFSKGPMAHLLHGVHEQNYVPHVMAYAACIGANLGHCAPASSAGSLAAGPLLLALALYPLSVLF
TNAP inh no acc: TNAP (human) inhibition, acceptor-free conditions; inhibition, % at 20 µM; 0.26% of 200,000 active; purified TNAP, CDP-star luminescence, 30 min; AID 1012;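 active = tissue-nonspecific alkaline phosphatase inhibition above about 50% at 20 µM in the single-dose screen, limit read from the data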;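 note: 0% = DMSO negative control and 100% = EDTA positive control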
TNAP act hiacc: TNAP (human) activation, high acceptor; P05186; purified TNAP, CDP-star luminescence, 1 M DEA, 30 min; active compounds read high; 0 = EDTA background, 1 = DMSO-only activity; activation factor at 20 µM; 200,000 tested, under 10 active; AID 1136;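 active = activation factor at least 2 at 20 µM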
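system = human TNAP | amount = enzyme diluted 1/800 final | reagent = 100 µM CDP-star substrate | signal = luminescent substrate turnover signal | dosing = one dose, 20 µM | benchmarks = EDTA negative control, DMSO positive control | measure = activation factor | timing = 30 min reaction, room temperature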
An asterisk follows results filed as active.

compound,Diaphorase inh,TNAP inh hiacc,G6PDH CS,TNAP act hiacc,Diaph act CS,TNAP inh no acc,FLuc act counter,PMI act hi M6P,Efa HMGR inh,PMI activator
COCCNC(=O)c1ccc(Cl)c(Cl)c1,9,-4,-4,1,0.9,-6,1,0.9,-3,0.9
CCn1c(NCc2cccs2)nc2ccccc21,14,-3,1,1,0.9,-6,1.1,0.9,1,0.9
Cc1c(Cl)cccc1N1CC(C)(C)C1=O,7,-1,1,1,0.9,-7,1,1,1,1
C/C(CC(=O)NC1CCCC1)=N\NC(=O)c1ccc([N+](=O)[O-])c(Cl)c1,-3,2,4,1,1,0,1,1.1,1,1.1
COc1ccc(CNC(=O)CSCc2c(F)cccc2Cl)cc1,15,-2,14,1,0.9,-8,1,0.8,-4,0.8
Cn1c(=O)c2c(nc(OCc3ccc4c(c3)OCO4)n2Cc2ccccc2Cl)n(C)c1=O,14,-3,8,1,0.9,-7,1,0.9,-1,0.9
COc1ccc(NC2=C(NCCO)C(=O)c3ccccc3C2=O)cc1,40,3,26,1,0.6,9,0.9,0.5,-3,0.9
CCCn1c(SCC(=O)Nc2cccc(C)n2)nnc1-c1ccco1,3,-7,-4,1.1,1,-13,1,1,0,1
O=C(CNC(=O)C1CCCCC1)OCC(=O)c1ccc(Cl)s1,0,-1,6,1,1,-11,1,1,4,1.1
CCOC(=O)N1CCN(C(=O)COc2ccc([N+](=O)[O-])cc2)CC1,-9,-1,3,1,1.1,-7,1,1,-4,1
Cc1ccc(-c2nc(N)sc2CC(=O)OCC(=O)NCC2CCCO2)cc1 (stereo unspecified),6,-8,5,1.1,0.9,-4,1,0.9,0,0.9
CCOc1ccccc1C(=O)Nc1ccc(-n2nncc2C(C)(C)C)cc1,1,-5,0,1.1,1,-11,1.1,1,3,1.1
CCC(CC)c1nc(NCCC(=O)O)c2ccccc2n1,13,-6,2,1.1,0.9,-16,1.1,1,-7,1
Oc1ccc(Cl)cc1C1=NNC(c2cc(Br)cc3c2OCOC3)C1 (stereo unspecified),17,-1,11,1,0.8,-3,1,1.2,-3,1.3
COc1cccc(Cn2cnc3c(NS(=O)(=O)c4cc(Cl)ccc4Cl)c(C)c(C)cc32)c1,25,-2,-14,1,0.8,-25,1,0.8,1,0.8
CCS(=O)(=O)N1CCN(c2cccc(C)c2C)CC1,5,-3,4,1,0.9,-5,1,1,-4,1
O=C(NCC1CCCO1)c1cc(C(=O)C2CCCCC2)c[nH]1 (stereo unspecified),11,-2,16,1,0.9,-10,1,1,1,1
CC(=O)NCCC(=O)Nc1ccc(C)c(F)c1,21,0,-8,1,0.8,-6,1,0.9,-5,0.9
CC1=C(C)CC(C(=O)NNC(=O)c2ccccc2)C(C(=O)O)C1 (stereo unspecified),2,-2,3,1,1,-9,1.1,1.1,-1,1
COc1cccc(C(c2sc3nc(C)nn3c2O)N2CCC3(CC2)OCCO3)c1 (stereo unspecified),13,-2,12,1,0.9,-5,1.1,1,-2,0.9
COc1ccc(-c2[nH]ncc2CN(C)C(C)c2cccs2)c(F)c1 (stereo unspecified),4,-6,6,1.1,1,21,1.1,1.1,-1,1
Cc1nn(CC2CC2)c(=O)n1-c1ccccc1,-8,-2,11,1,1.1,-11,1,1,2,1.1
CC(=O)Nc1ccc(NC(=O)C(C)OC(=O)C2(c3ccc(Cl)cc3)CCCC2)cc1 (stereo unspecified),22,-6,-19,1.1,0.8,-13,1.1,1,-5,0.9
Cc1noc(C(=O)Nc2c(C)nn(Cc3ccccc3)c2C)c1Cl,8,-8,-9,1.1,0.9,-25,1,1,-7,1.1
CCCCC(=O)NC(c1ccc(OC)c(OC)c1)c1c(O)ccc2ccccc12 (stereo unspecified),16,2,3,1,0.8,-5,1,0.8,1,0.8
O=C1CC(N2CCN(Cc3ccccc3)CC2)C(=O)N1CCc1ccccc1 (stereo unspecified),13,-2,4,1,0.9,-10,1,0.9,-3,1
COc1ccc(S(=O)(=O)N2CCN(CC(=O)Nc3cc(OC)cc(OC)c3)CC2)cc1,18,-6,-1,1.1,0.8,-11,1,0.8,-9,0.9
COc1ccc(NC(=O)C2CCN(S(C)(=O)=O)CC2)cc1,-4,-4,-2,1,1,-10,1.1,1.1,-7,1
Cc1nn(Cc2ccccc2Cl)c(C)c1NC(=O)Cn1nc([N+](=O)[O-])c(Cl)c1C,9,-4,15,1,0.9,-6,1,0.9,-2,0.8
COc1ccc(CCNC(=O)C(C)c2ccc([N+](=O)[O-])cc2)cc1 (stereo unspecified),7,-4,0,1,0.9,-15,1.1,1,-4,1
CC1CN(C(=O)CCc2ccccc2)C(C)CN1C(=O)CCc1ccccc1 (stereo unspecified),8,-3,3,1,0.9,-10,1.1,1.1,-8,1
CS(=O)(=O)c1cccc(NC(=O)C2CC2)c1,-2,-4,4,1,1,-12,1.1,1.1,1,1.1
Cc1ccc(C)c(OCC(=O)N2CCN(C(=O)c3ccco3)CC2)c1,23,-6,-1,1.1,0.8,-11,1,1,-4,1
O=C(Nc1ccc2c(c1)OCCO2)c1cnc2n(c1=O)CCS2,4,-1,-27,1,1,9,0.8,0.9,3,1
N#C/C(=C/c1ccc([N+](=O)[O-])cc1)C(N)=O,6,-4,-1,1,0.9,-12,1.1,0.8,6,1
CCOC(=O)c1nc(Nc2ccc(C(=O)OC)cc2)c2ccccc2n1,-16,-4,8,1,1.2,0,1.1,1.1,3,1.1

Single records (already shown):
Listed for `Cc1nn(Cc2ccccc2Cl)c(C)c1NC(=O)Cn1nc([N+](=O)[O-])c(Cl)c1C` → Diaphorase inh = 9; TNAP inh hiacc = -4; G6PDH CS = 15; TNAP act hiacc = 1; Diaph act CS = 0.9; TNAP inh no acc = -6; FLuc act counter = 1; PMI act hi M6P = 0.9; Efa HMGR inh = -2; PMI activator = 0.8
Listed for `COc1ccc(NC(=O)C2CCN(S(C)(=O)=O)CC2)cc1` → Diaphorase inh = -4; TNAP inh hiacc = -4; G6PDH CS = -2; TNAP act hiacc = 1; Diaph act CS = 1; TNAP inh no acc = -10; FLuc act counter = 1.1; PMI act hi M6P = 1.1; Efa HMGR inh = -7; PMI activator = 1

(next part)
compound,Diaphorase inh,TNAP inh hiacc,G6PDH CS,TNAP act hiacc,Diaph act CS,TNAP inh no acc,FLuc act counter,PMI act hi M6P,Efa HMGR inh,PMI activator
CO/N=C/c1ccc(N2CCN(C(=O)c3cccc(Cl)c3)CC2)c([N+](=O)[O-])c1,-3,2,5,1,1,-1,1,1,-2,1
CCn1c(Cc2ccccc2)nnc1SCC(=O)Nc1nc2ccccc2s1,5,2,-1,1,0.9,-8,1.1,1,4,1
Cc1ccc(SCCC(=O)NC(C)C)cc1,1,1,-3,1,1,-11,1,1,-8,1
O=C1CSc2ccc(C(=O)NCCC3=CCCCC3)cc2N1,1,-2,8,1,1,-8,1.1,1.1,0,1
O=C(COc1cccc2c1CCN(Cc1ccc(Br)cc1)C2=O)N1CCOCC1,1,-6,1,1.1,1,-8,1.1,1.1,0,1.1
O=C(NCc1ccccc1)C1CCCN(c2nc3ccsc3c(=O)s2)C1 (stereo unspecified),4,0,2,1,1,-12,1.1,1,-5,1.1
CC(=O)c1ccc(NC(=O)COC(=O)c2ccccc2Nc2ccccc2)cc1,-6,-1,-32,1,1.1,-1,1,1,-6,0.9
Cc1cc(C)nc(NS(=O)(=O)c2ccc(NC(=O)CSc3ncn[nH]3)cc2)n1,0,-7,12,1.1,1,-7,1.1,1.1,2,1.1
O=C(CN1CCCCC1)N1CCCc2c1c(=O)oc1ccc(OCc3ccccc3)cc21,10,-3,-1,1,0.9,-5,1.1,1.1,3,1
CCOC(=O)C1CCCN(Cc2cn(C)nc2-c2ccc3c(c2)OCCO3)C1 (stereo unspecified),15,-6,4,1.1,0.9,-9,1.1,0.9,-3,1
O=C(CSc1n[nH]c(=O)n1C1CC1)NCc1ccccc1Cl,-25,-4,13,1,1.2,10,1,1.2,1,1.1
CSCCC(NS(=O)(=O)c1ccc(C)c(C(=O)O)c1)C(=O)O (stereo unspecified),-4,3,11,1,1,12,0.9,1.1,-1,1.2
Cc1cc(C2=NNC(=NC3CC3)SC2)c(C)n1Cc1ccco1,7,4,6,1,0.9,-6,0,0.9,0,0.9
CCn1c(COc2cccc(C)c2)nnc1SCC(=O)CC(=O)Nc1ccccc1OC,24,-7,1,1.1,0.8,-10,1,1,-3,0.9

High-throughput results from PubChem BioAssay.
